High-throughput results from PubChem BioAssay.
aDG glyco up: activators of alpha-DG glycosylation, primary screen, uHTS, Pro5-aDG cells, AlphaScreen. alpha-DG glycosylation AlphaScreen (IIH6); 0% Pro5, 100% B10-LARGE cell signal. activation, % at 10 µM. actives 0.22% (n = 360,000);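 active = activation of at least 8% versus controls, or a plate z-score of at least 8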;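 note: Pro5 are CHO cells carrying HIG-tagged alpha-DG that lacks glycosylation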
HTR2A ag: mouse Htr2a agonists via beta-arrestin recruitment, primary screen, cell-based, luminescence. 5-hydroxytryptamine receptor 2A (Mus musculus), P35363. CHO-K1 mHTR2A beta-arrestin complementation; percent of 30 µM serotonin response. activation, % at 7.6 µM. actives 0.66% (n = 360,000). AID 624169, 2012;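 active = activation above a run cutoff, the mean activation of all tested compounds plus 3 SD, cut at about 14% in these data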;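 note: 0% = plate median of compound wells and 100% = 30 µM serotonin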
Cardio protect: cardioprotection against H2O2-induced cell death, primary screen, uHTS, H9c2 cells, ATPLite luminescence; protection from H2O2 cell death, % at 20 µM; H9c2 cardiomyocytes, H2O2 injury protection, 2 h; actives 0.63% (n = 360,000); AID 588492, 2011;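 active = compounds giving at least 50% protection of heart cells from peroxide-induced death in the single-dose screen, raw or plate-pattern-corrected value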;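 note: 0% = DMSO wells with peroxide and 100% = DMSO wells without peroxide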
Exocytosis inh: LAMP-1 surface exposure blockers, TALL-104 cells – cell-based, flow cytometry, MLPCN library, primary screen | TALL-104 LAMP-1 surface exposure; cells stimulated with thapsigargin and PMA | actives 0.66% (n = 360,000) | inhibition, % at 10 µM;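 active = inhibition above about 55%, limit read from the data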
Vif imaging: HIV Vif self-association inhibitors, primary screen, imaging, HEK293T, single point | inhibition, % at 7.49 µM | HEK293T cells, Vif self-association by quenched fluorescence, 24 h | actives 0.35% (n = 340,000); in the data active = inhibition above about 50%, passing the limit was not always enough; note: some results filed as inactive read as strong as hits
N-glyco inh: increase of ERlucT glycosylation luciferase signal, primary screen, N-linked glycosylation inhibitor project, D54 ERlucT cells, luminescence, set 2. D54 ERlucT glycosylation luciferase reporter, 24 h; percent of 100 nM tunicamycin response. reporter increase, % at 12.5 µM. actives 0.23% (n = 360,000). AID 588692, 2011;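 active = mean luciferase reporter signal, scaled so untreated is 0 and the glycosylation-blocking control 100, at or above a set limit in every replicate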;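 note: luciferase carries N-glycosylation sites so blocking glycosylation raises the light; 0% = median of neutral control wells and 100% = median of 100 nM tunicamycin wells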
ABCB6 inh MLPCN: ABCB6 transporter inhibitors, primary screen, K562-ABCB6 cells, flow cytometry, MLPCN library. actives 0.19% (n = 360,000). ATP-binding cassette sub-family B member 6 (Homo sapiens), Q9NP58. fluorescence ratio to DMSO, % at 10 µM. K562-ABCB6 porphyrin accumulation, 1 h; active compounds read low. AID 602162, 2011;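 active = fluorescence ratio to DMSO below 75%, the collection mean minus 3 SD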;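 note: signal is porphyrin accumulated inside mitochondria; 100% equals median channel fluorescence of DMSO control wells; lower ratio means ABCB6 inhibition with less porphyrin fluorescence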
Target sequence (Q9NP58 whole entry, looked up): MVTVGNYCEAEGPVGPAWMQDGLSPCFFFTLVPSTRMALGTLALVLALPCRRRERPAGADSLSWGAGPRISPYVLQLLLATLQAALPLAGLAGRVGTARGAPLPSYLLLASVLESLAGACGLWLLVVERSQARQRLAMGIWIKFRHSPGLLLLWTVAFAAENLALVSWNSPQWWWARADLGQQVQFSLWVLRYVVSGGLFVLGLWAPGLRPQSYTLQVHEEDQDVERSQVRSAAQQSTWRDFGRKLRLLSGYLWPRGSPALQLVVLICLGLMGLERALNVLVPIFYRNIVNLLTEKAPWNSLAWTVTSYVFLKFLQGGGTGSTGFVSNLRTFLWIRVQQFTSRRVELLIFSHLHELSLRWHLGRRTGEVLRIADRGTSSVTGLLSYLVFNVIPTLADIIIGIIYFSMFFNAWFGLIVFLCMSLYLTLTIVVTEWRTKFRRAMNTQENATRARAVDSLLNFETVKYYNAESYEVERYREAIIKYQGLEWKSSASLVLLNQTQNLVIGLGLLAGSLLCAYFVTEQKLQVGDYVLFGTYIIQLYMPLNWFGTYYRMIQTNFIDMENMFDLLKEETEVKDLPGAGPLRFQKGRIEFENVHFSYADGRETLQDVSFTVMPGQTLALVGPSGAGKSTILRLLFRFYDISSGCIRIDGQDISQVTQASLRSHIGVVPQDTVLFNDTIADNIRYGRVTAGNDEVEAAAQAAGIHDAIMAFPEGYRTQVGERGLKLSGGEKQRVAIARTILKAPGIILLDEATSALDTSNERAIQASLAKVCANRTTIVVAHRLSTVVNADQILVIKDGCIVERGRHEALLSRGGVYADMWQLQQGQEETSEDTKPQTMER
CaV13 ICDI inh: Primary screen for inhibitors of IQ motif and Ca2+-dependent inactivation inhibitor domain binding in CACNA1D, Förster resonance energy transfer in living cells, …; inhibition, % at 12.3 µM; HEK cells, CFP/YFP FRET ICDI-IQ, plate reader, 10 min; percent FRET-ratio fall versus neutral wells; AID 743397; actives 0.098% (n = 340,000);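 active = mean replicate inhibition of at least 30% and at least 1% of replicates passing that level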;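 note: 0% = median of the neutral control wells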
PDI turbidity: inhibitors of human PDI, primary screen, biochemical, turbidity, single point, plate reader | Protein disulfide-isomerase (Homo sapiens), P07237 | PDI insulin aggregation turbidity, A650, 90 min | inhibition, % at 10 µM | actives 0.052% (n = 350,000);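 active = mean inhibition across replicates of 30% or more, whatever share of single replicates reach that level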;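 note: absorbance from insulin aggregation driven by PDI reduction with DTT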
iPSC survival up: enhancers of single-cell hiPSC survival, primary screen, ATPlite luminescence. 100% = ROCK inhibitor wells, 0% = DMSO. survival enhancement, % at 20 µM. actives 0.044% (n = 360,000); in the data active = survival enhancement above about 18%;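 note: cells exposed to compounds for 16 hours before the ATP read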
Active calls of the source: *; . = not tested or not shown.

SMILES	aDG glyco up	HTR2A ag	Cardio protect	Exocytosis inh	Vif imaging	N-glyco inh	ABCB6 inh MLPCN	CaV13 ICDI inh	PDI turbidity	iPSC survival up
COc1ccc2[nH]c3c(NCCC4=CCCCC4)ncnc3c2c1	0.4	-4.6	-17.4	51.6	-10.6	9.8	91.0	-3.7	-0.9	-0.1
CN(C)c1ccc(/C=C(\Cl)c2nc3ccccc3s2)cc1	-0.5	2.9	-28.0	7.6	0.7	-18.4	99.0	.	8.6	-3.8
CCOC(=O)Cc1csc(NC(=O)/C=C/c2ccc(Br)o2)n1	0.1	10.4	-4.0	0.9	-5.6	-2.0	86.0	-5.1	-2.5	-0.2
Cc1c(C(=O)NN)sc(=S)n1C	-0.1	-1.4	6.1	-5.6	-1.9	2.2	87.0	-15.5	0.3	-0.7
Clc1ccc(Cl)c(OCCCCN2CCCCC2)c1	0.2	-7.3	-0.2	9.2	-2.5	-0.3	104.0	-2.0	3.1	-0.3
CC(C)CNC(=O)C1CCN(S(=O)(=O)c2ccc(-n3cnnn3)cc2)CC1	0.0	7.2	-1.6	5.8	-5.4	0.6	99.0	-7.5	4.5	0.8
COc1nc(N)nc(CC(=O)C2CC2)n1	-0.2	-0.4	5.5	0.1	5.5	0.7	88.0	-5.1	13.1	-3.7
O=C(CSc1nc(C2CC2)nc2ccccc12)Nc1cccc(O)c1	0.3	9.9	-2.2	-3.9	21.3	-2.3	94.0	-3.8	0.7	0.6
COC(=O)C1(C(=O)OC)CCCCN(S(=O)(=O)c2ccc(C)cc2)CCC1	-0.1	4.2	.	0.1	.	.	92.0	-1.7	.	-1.0
CCCC1O[C@@H]2C[C@H]3[C@@H]4CCC5=CC(=O)C=C[C@]5(C)[C@H]4[C@@H](O)C[C@]3(C)[C@]2(C(=O)CO)O1 (some centres undefined)	-0.1	-2.3	2.1	0.1	-8.1	0.3	99.0	-5.1	3.8	-4.0
Cc1cccn2c(=O)c3cc(C(=O)NCCN4CCOCC4)n(C)c3nc12	0.2	-4.9	11.1	0.6	-0.3	-3.5	98.0	-5.0	1.6	0.0
N#Cc1cccnc1N1CCN(C(=O)c2cccc3c2C(=O)c2ccc(-c4ccc(Cl)c(C(F)(F)F)c4)cc2S3(=O)=O)CC1	-0.1	3.3	7.9	-2.4	3.6	-7.3	97.0	.	-1.7	-2.1
CN(Cc1ccc(F)cc1)C(=O)c1cccc(OCc2ccccc2)c1	0.1	-5.0	-9.4	48.6	-0.2	-2.7	96.0	-4.6	3.6	-0.5
COc1ccc(-c2cn3nc4c(nc3n2)CCCC4)cc1	-0.2	-4.0	10.9	-0.5	-8.7	-10.1	106.0	0.1	1.6	-1.5
C#CCNC(=O)C1=C[C@@H](c2ccc(C(F)(F)F)cc2)[C@H](CCCO)[C@@H](OCC)O1	0.0	0.4	0.8	-0.4	-0.6	1.5	91.0	-11.0	0.4	-0.3
COc1ccc(CC(NC(C)=O)C(=O)NC2CCN(C(=O)c3ccc(OC)c(OC)c3)CC2)cc1OC (centres undefined)	-0.3	-1.6	4.3	-0.8	4.7	1.0	93.0	-1.1	12.9	-1.9
O=C(Nc1ccnn1C1CCN(Cc2ccccc2OC(F)F)CC1)c1cccc(F)c1	0.3	-10.2	3.1	-4.7	0.5	-3.1	103.0	-5.2	11.6	0.2
O=C(CCN1CCOCC1)N1c2ccccc2Sc2ccc(Cl)cc21	0.2	-3.1	4.0	-4.2	-1.9	-3.1	100.0	-18.8	0.7	0.2
O=C(NCCCN1CCOCC1)c1ccc(CS(=O)(=O)c2c(Cl)cccc2Cl)o1	-0.1	5.7	2.4	-0.8	4.1	2.5	104.0	-1.8	.	0.9
COc1ccc(-c2nnc(SCC3CCCO3)n2C)cc1 (centres undefined)	0.9	2.2	5.1	2.1	-0.5	1.4	101.0	-1.8	4.8	-0.2
Cc1ccc(NC(=O)c2ccco2)cc1C	0.9	-0.1	-6.8	2.4	-3.1	-2.6	85.0	0.3	12.7	-3.0
COc1cccc(/C=N/c2sc(Cc3ccccc3)c(C)c2C(N)=O)c1O	-0.1	0.9	0.3	-2.6	-5.4	-1.6	98.0	-6.5	6.6	-1.6
O=C(Oc1ccc(Br)cc1C(=S)N1CCOCC1)c1ccc([N+](=O)[O-])cc1[N+](=O)[O-]	0.0	-4.4	19.6	10.1	11.9	3.2	98.0	-3.2	14.0	-0.5
COc1ccc(N2C(=O)[C@@H]3C(c4cccnc4)=NO[C@@H]3C2=O)cc1	-0.2	9.8	-0.3	-15.1	16.9	0.4	92.0	-4.1	-4.2	0.4
CCOc1ccc(/C=N\NC(=O)CC(=O)NCCc2ccccc2)cc1	-0.1	-7.0	2.4	11.6	-3.3	-1.9	95.0	-9.2	-3.0	-0.4
O=C(NC1CCCc2c1cnn2-c1ccc(F)cc1F)c1cnccn1 (centres undefined)	0.3	-2.0	-7.4	-11.5	24.0	-0.1	102.0	-1.0	-18.0	-0.4
CN1C(=O)/C(=C/c2ccccc2F)Sc2ccc(C(=O)NCC3CCCO3)cc21 (centres undefined)	0.0	-1.8	-3.4	35.3	-0.6	-3.0	100.0	-7.3	-3.4	0.4
Cc1ccc(C(OC(=O)c2ccco2)C(=O)NC2CCCCC2)cc1 (centres undefined)	-0.1	1.9	1.1	6.4	-1.0	-0.4	95.0	-3.6	5.3	0.6
COc1ccc(C(=O)NCCc2c[nH]c3ccccc23)cc1[N+](=O)[O-]	-0.1	-4.6	5.3	1.7	-2.0	-1.8	98.0	-20.8	1.5	0.0
CCCCCNc1nc(NCCCO)c(C#N)c2c1CN(C)CC2	0.4	-6.5	2.0	0.5	1.1	4.3	95.0	.	-3.4	0.2
COc1ccc(CN2CCC(=O)N([C@H](CO)c3ccccc3)CC2)cc1OC	-0.3	-3.2	-2.2	-2.1	3.5	1.1	97.0	-5.4	15.1	-0.4
O=c1[nH]c(C2CCN(S(=O)(=O)c3ccc(S(=O)(=O)NC4CC4)cc3)CC2)nc2c1nnn2Cc1cccc(F)c1	0.0	-4.7	-9.3	-6.8	-16.9	1.6	100.0	-4.8	13.4	0.5
Cc1ccc(OCC(=O)Nc2cccnc2Cl)cc1C	0.1	-1.8	-6.1	-7.0	-0.6	1.8	92.0	-6.7	-8.0	0.1
COc1ccc(CN(C)S(=O)(=O)c2nnc(NC(=O)c3cccc(OC)c3)s2)cc1	0.2	1.6	-12.9	1.6	1.6	2.0	101.0	-7.3	-7.8	-0.5
CCOc1ncccc1C(=O)N1CCCSC1=Nc1ccc(C(C)=O)cc1	0.2	-6.8	-0.8	-7.7	8.2	0.5	94.0	2.5	10.5	-0.4
CCn1c(SCC(=O)Nc2sccc2C(N)=O)nnc1C1CC1	0.1	2.4	3.2	0.1	-7.4	-0.5	106.0	-1.8	-3.7	-0.4
COc1ccc(N2CCN(C(=O)Cn3c(=O)c4cccn4c4cccnc43)CC2)cc1	0.7	1.0	3.7	-3.3	-0.1	-1.7	98.0	-5.3	-4.6	0.8
O=C1CCC2CCCCC2(O)O1 (centres undefined)	0.2	1.1	-7.5	64.5*	14.0	3.8	115.0	-4.9	-0.6	2.7
Cc1cc(=O)oc(C)c1C(=O)OCC(=O)c1ccccc1	0.0	-1.4	5.0	-3.5	5.2	-0.6	97.0	-5.8	-10.8	1.6
Fc1cccc2sc(Nc3nc4c(F)cccc4s3)nc12	-0.3	0.1	-14.2	11.4	-6.0	-0.4	98.0	-5.1	-0.6	2.2
O=C(NCCNc1cc(Cl)ccc1[N+](=O)[O-])c1ccco1	-0.1	0.3	3.6	-0.1	-4.7	2.2	103.0	-2.8	6.0	-1.8
O=C(NC(=S)NCC1CCCO1)c1ccc(Cl)cc1 (centres undefined)	0.0	-3.1	1.0	1.2	1.1	1.1	102.0	-17.8	-8.6	0.9
O=C(CCNc1cccc(Cl)c1)c1cccs1	0.0	-0.4	-0.2	-3.0	10.4	-1.1	95.0	-6.3	-8.1	-2.3
O=C1C=CC(=O)c2c(O)c(N3CCN(CCO)CC3)c(Cl)c(O)c21	-0.4	8.3	-15.4	9.8	127.4*	-19.0	104.0	-7.7	2.7	1.5
CN1CCC(N2CCN(c3cccc(C(F)(F)F)c3)CC2)CC1	-0.2	-3.5	3.5	0.9	.	-0.1	101.0	-10.2	-2.1	5.2
CCOC(=O)c1c(C)[nH]c(C(=O)OC(C)C(=O)NCc2ccccc2)c1C (centres undefined)	0.1	-4.0	-3.1	-5.1	2.1	-1.0	93.0	-5.7	-1.5	-0.4
CCOc1ccc(N2C(=O)C(c3ccccc3)=C(c3nc4ccccc4s3)C2NC(C)=O)cc1 (centres undefined)	-0.1	4.7	2.5	-3.3	-6.6	-1.1	91.0	-4.0	-0.1	-1.4
Cc1cc(C)cc(NC(=S)NCCCN2CCOCC2)c1	0.3	-0.8	-3.2	-0.8	-0.9	2.4	106.0	-7.3	11.3	-1.5
CN(C(=O)c1ccc(Br)o1)C1CCS(=O)(=O)C1 (centres undefined)	0.0	-0.8	-4.5	0.3	3.3	1.8	93.0	-4.4	4.5	1.4
C#CCOCCOCCOCCNc1nc(N2CCN(C(=O)[C@H](CO)n3cc([C@@H](N)C(C)C)nn3)CC2)nc(N2CCN(C(=O)[C@H](CO)n3cc([C@@H](N)C(C)C)nn3)CC2)n1	0.0	-0.6	-2.9	-0.2	6.9	2.8	102.0	-10.5	-6.5	-1.0
Cc1ccnc(N2CCN(C(=O)CSc3nc4ccccc4nc3N3CCC(C)CC3)CC2)c1	0.4	2.1	0.3	-0.2	-12.6	-0.6	102.0	-4.2	-3.5	-3.7
Cc1cccc(C(=O)c2cn[nH]c2-c2ccc(C)cc2O)c1	0.0	-3.5	-5.1	0.3	-11.4	0.6	95.0	-1.0	11.4	-0.3
N#CC1(NC(=O)COC(=O)Cc2c[nH]c3ccccc23)CCCCC1	0.4	-4.7	0.8	6.9	-3.4	1.7	92.0	-7.8	3.4	-1.7

In the list so far, these have a cyano group:
SMILES	aDG glyco up	HTR2A ag	Cardio protect	Exocytosis inh	Vif imaging	N-glyco inh	ABCB6 inh MLPCN	CaV13 ICDI inh	PDI turbidity	iPSC survival up
N#Cc1cccnc1N1CCN(C(=O)c2cccc3c2C(=O)c2ccc(-c4ccc(Cl)c(C(F)(F)F)c4)cc2S3(=O)=O)CC1	-0.1	3.3	7.9	-2.4	3.6	-7.3	97.0	.	-1.7	-2.1
CCCCCNc1nc(NCCCO)c(C#N)c2c1CN(C)CC2	0.4	-6.5	2.0	0.5	1.1	4.3	95.0	.	-3.4	0.2
N#CC1(NC(=O)COC(=O)Cc2c[nH]c3ccccc23)CCCCC1	0.4	-4.7	0.8	6.9	-3.4	1.7	92.0	-7.8	3.4	-1.7
